# KOR beta-arrestin-1: KOR agonists, beta-arrestin recruitment, primary screen, cell-based, luminescence, uHTS (AID 1777); KOR beta-arrestin recruitment, luminescence; higher % means a stronger effect; 280,000 compounds, 0.02% hits; activation, % at 10 µM, or EC50 in µM where a hit was titrated; in the data active = activation above about 50%, passing the limit was not always enough; note: a part of the inactive calls stands beside numbers as strong as those of hits
# AID2073: inhibitors of Mint1-CaV2.2 protein interaction, biochemical, HTRF (AID 2073). 290,000 compounds, 0.19% hits. inhibition, % at 20 µM; hits with a dose series show IC50 in µM. HTRF protein-protein interaction, Mint1-CaV2.2; higher % means a stronger effect; in the data active = inhibition mostly above about 51%, no sharp cut-off; note: some results filed as inactive read as strong as hits
# P. falciparum M17LAP: P. falciparum M17LAP inhibitors, primary screen, biochemical, fluorogenic H-Leu-NHMec substrate, 1536-well (AID 1619). 220,000 compounds, 0.38% hits. recombinant M17LAP, H-Leu-NHMec fluorogenic kinetic assay; higher % means a stronger effect. inhibition, % at 30 µM, or IC50 in µM where a hit was titrated;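 active = compound inhibiting the enzyme by more than half at any dose during confirmatory dose-response retesting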;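 note: plate controls were full reaction with DMSO carrier for no effect and no enzyme background for full effect; strong numbers were not always called active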
# P. falciparum M1AAP: malaria alanyl aminopeptidase activity blockers – biochemical, fluorogenic H-Leu-NHMec substrate, 1536-well (AID 1445). 220,000 compounds, 0.42% hits. inhibition, % at 30 µM, or IC50 in µM where a hit was titrated. recombinant M1AAP, H-Leu-NHMec fluorogenic kinetic assay; higher % means a stronger effect;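 active = primary inhibition above the hit cutoff, then over 50% inhibition at one or more dose response concentrations, cut at about 23% in these data, passing the limit was not always enough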;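 note: plate controls were DMSO full reaction for no effect and no enzyme background for full effect; strong numbers were not always called active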
# HEK293 NOD2/NF-kB: NOD2 signaling inhibitors, cell-based, luminescence, uHTS, HEK293 (AID 1566); HEK293 NOD2/NF-kB luciferase reporter, luminescence; higher % means a stronger effect; inhibition, % at 4 µM; hits with a dose series show EC50 in µM; 290,000 compounds, 0.63% hits; note: many of its hits are not listed in these tables
# GPR55 activation: selective activators of receptor GPR55 – imaging, U2OS cells, beta-arrestin-GFP redistribution, primary screen (AID 1961); U2OS GPR55 beta-arrestin-GFP redistribution imaging; higher % means a stronger effect; activation, % at 10 µM; hits with a dose series show EC50 in µM; 290,000 compounds, 0.048% hits;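 active = activation above 40% with more than 50 cells counted in the well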;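 note: U2OS osteosarcoma cells stably expressing GPR55 and beta-arrestin-GFP; plate controls were DMSO negative control for no effect and LPI positive control for full effect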
# Dynein transport: blocks dynein driven cargo transport along microtubules; z-score, hits read low; 3617.4 mouse cells, GR-EGFP nuclear translocation imaging; test concentration mostly 20 µM; stimulated with dexamethasone, 1 µM; stronger effect = lower value; AID 1381; 220,000 compounds, 0.47% hits;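 active = plate z-score of nuclear minus cytoplasmic receptor signal below a set negative limit, without overly bright fluorescence or cell loss, cut at about -3.5 in these data, passing the limit was not always enough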;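 note: z-score of nuclear minus cytoplasmic ring GR-EGFP intensity difference per well; some compounds called inactive have numbers as strong as hits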
#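 medium = tetracycline-free induction medium containing charcoal-stripped FBS | probe or stimulus = dexamethasone, 1.0 µM final | timing = 48 h induction, then 1 h compound, then 30 min agonist, 37 °C | detection = automated 10x imaging of fixed Hoechst-stained cells | read-out basis = nuclear versus cytoplasmic GR-EGFP signal, averaged per well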
# KOR beta-arrestin-2: KOR antagonists, beta-arrestin recruitment, cell-based, luminescence, uHTS (AID 1778) | KOR beta-arrestin recruitment, luminescence, antagonist mode; higher % means a stronger effect | one-dose inhibition, % at 10 µM; IC50 in µM for titrated hits | 290,000 compounds, 0.091% hits; note: strong numbers were not always called active
# NOD1 NF-kB reporter: inhibition of NOD1-driven NF-kB reporter – cell-based, luminescence, uHTS, primary screen (AID 1578) | NOD1-driven NF-kB luciferase reporter cells, luminescence; higher % means a stronger effect | inhibition, % at 4 µM; hits with a dose series show EC50 in µM | 290,000 compounds, 1% hits; in the data active = inhibition mostly above about 36%, no sharp cut-off; inactive = mostly below about 34%;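 note: HEK-293T reporter cells stimulated with the NOD1 agonist gamma-tri-DAP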
# Dynein transport cytoplasmic EGFP: recorded beside Dynein transport, whose call it bears; z-score; measured here: cytoplasmic GR-EGFP intensity; stronger effect = higher value
# Dynein transport nuclear GR-EGFP: second read-out of Dynein transport, no call of its own (marks repeat the call); z-score; measured here: nuclear GR-EGFP intensity;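 lower value marks the stronger effect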
# Dynein transport cell count: also measured in Dynein transport; calls as there; z-score; measured here: cell count per field
# The depositor's hits bear a star; / = no result given; [ ] = dose if it differs, or a comment. Cut-off read from the data, not from the text of the source, unless noted: active = inhibition above about 50%; inactive = the rest.
SMILES,KOR beta-arrestin-1,AID2073,P. falciparum M17LAP,P. falciparum M1AAP,HEK293 NOD2/NF-kB,GPR55 activation,Dynein transport,Dynein transport cytoplasmic EGFP,Dynein transport nuclear GR-EGFP,Dynein transport cell count,KOR beta-arrestin-2,NOD1 NF-kB reporter
O=C(CCN1C(=O)/C(=C/c2ccc(Cl)cc2)SC1=S)Nc1cccnc1,4.5%,13%,/,/,3%,-0.2%,/,/,/,/,-166%,-12%
CCOC(=O)c1[nH]c(C)c(C(=O)N(CC)CC)c1C,-5.5%,6%,2%,14%,8%,-0.2%,-0.47,-0.27,-0.16,0.4,-19%,0%
Cc1c(Br)ccc(NC(=O)COc2ccccc2C(N)=O)c1C,0.0%,-2%,-9%,-6%,7%,-0.3%,1.4,-0.13,0.77,-0.7,-2%,-35%
O=C(CC1C(=O)NCCN1C(=O)Nc1ccccc1)Nc1ccc(F)cc1 (stereo not drawn),0.3%,2%,0%,-12%,13%,-0.1%,0.43,-0.25,0.23,0.24,-16%,-3%
NC(=O)c1c(NC(=O)c2cnccn2)sc2c1CCCC2,-3.1%,20%,0%,6%,-21%,0.2%,-1.2,-0.28,-0.25,2,20%,-47%
Cc1cc(C)nc(-n2ncc(C#N)c2N)n1,-8.3%,-7%,-1%,4%,-14%,0.4%,-0.76,-0.32,-0.28,0.46,4%,-16%
CC(=O)N(Cc1cccnc1)Cc1cc2ccc(C)cc2[nH]c1=O,-1.0%,23%,5%,3%,2%,0.1%,1.2,-0.097,1.1,0.4,10%,19%
COc1cc(C(=S)N2CCOCC2)cc(OC)c1OC,-1.2%,-4%,4%,0%,0%,0.3%,-0.48,-0.25,0.18,0.86,18%,-2%
CC1CCCC(NC(=O)C2CCC(CNc3c(N4CCCC4)c(=O)c3=O)CC2)C1C (stereo not drawn),/,-11%,-2%,4%,12%,0.4%,-0.54,-0.18,0.15,0.91,17%,1%
Cc1coc2cc3oc(=O)c(CCC(=O)N4CCC(C(=O)O)(c5ccccc5)CC4)c(C)c3cc12,-4.1%,19%,/,/,11%,-0.1%,/,/,/,/,-34%[20 µM],-4%
CC(C)(C)c1nnc(NC(=S)Nc2ccccc2)s1,-4.5%,18%,20%,6%,-96%,0.2%,0.0087,-0.25,-0.31,0.98,4%[20 µM],-53%
CC(C)c1ccc(NC(=O)CSc2n[nH]c(=O)n2Cc2ccco2)cc1,3.3%,-2%,3%,-1%,21%,-0.2%,0.87,-0.28,0.29,-0.54,14%,2%
Cc1cc(=O)c2cc(Br)ccc2[nH]1,-8.4%,0%,-5%,1%,-3%,-0.2%,0.058,-0.17,0.53,-0.77,-56%,6%
O=C(Cn1nc(CNc2ccc(Br)cc2)[n+]2c1CCCCC2)c1ccc([N+](=O)[O-])cc1,2.1%,9%,-4%,4%,12%,0.5%,1.6,-0.21,0.79,-1.4,26%,-5%
O=C(CCC(=O)c1ccc(F)cc1)Nc1cc(Cl)cc(Cl)c1,-2.8%,-1%,-13%,6%,16%,-0.1%,-0.41,0.025,0.3,0.83,27%,-4%

# Quoted from the listing:
# NOD1 NF-kB reporter with O=C(CCN1C(=O)/C(=C/c2ccc(Cl)cc2)SC1=S)Nc1cccnc1 is entered as -12%
# GPR55 activation with Cc1coc2cc3oc(=O)c(CCC(=O)N4CCC(C(=O)O)(c5ccccc5)CC4)c(C)c3cc12 is entered as -0.1%

# Next structures follow:
SMILES,KOR beta-arrestin-1,AID2073,P. falciparum M17LAP,P. falciparum M1AAP,HEK293 NOD2/NF-kB,GPR55 activation,Dynein transport,Dynein transport cytoplasmic EGFP,Dynein transport nuclear GR-EGFP,Dynein transport cell count,KOR beta-arrestin-2,NOD1 NF-kB reporter
NC(=O)c1ccc(Br)c(S(=O)(=O)N2CCCCC2)c1,-1.7%,7%,5%,5%,15%,0.6%,0.035,2.4,0.56,-1.3,22%,-1%
CCOC(=O)N1CCN(S(=O)(=O)c2c(C)[nH]c(=O)[nH]c2=O)CC1,0.4%,-2%,0%,6%,14%,-0.1%,0.12,-0.18,0.32,0.42,22%,-13%
CCOCCCn1cnc2c(c1=O)c1nc3ccccc3nc1n2-c1ccc(C)cc1,-2.9%,17%,-10%,-4%,24%,-0.2%,1.2,-0.33,0.34,0.64,-28%,13%
O=C(COc1ccccc1)Nc1ccc2oc(=O)ccc2c1,-6.4%,9%,/,/,-11%,-0.2%,/,/,/,/,-4%,-29%
CC(C)NC(=O)Cn1c(SCC(=O)N2CCCc3ccccc32)nc2ccccc21,/,0%,8%,-2%,23%,0.7%,0.42,-0.2,0.65,-0.99,/,23%
CCc1ccccc1NC(=O)c1ccc(-c2csc(C)n2)cc1,1.9%,-5%,/,/,-46%,-0.1%,/,/,/,/,-28%,-55%
O=C(CN1CCCc2ccccc21)NCc1ccc2c(c1)OCO2,-2.0%,-14%,11%,-3%,-14%,-0.2%,0.22,-0.12,0.77,0.3,15%,-3%
CC(=O)c1cccc(NC(=O)CN(c2ccc(C)cc2)S(=O)(=O)c2cccc3nonc23)c1,1.1%,10%,12%,10%,12%,0.0%,-0.33,-0.22,-0.0033,0.34,33%,0%
CCc1cc2c(=O)[nH]c(Cc3ccccc3)nc2s1,-5.8%,-15%,-1%,-1%,6%,-0.2%,-0.31,-0.29,0.014,0.43,-15%,0%
CC(C)(C)c1ccc(/C=N/NC(=S)NC2CCCCC2)cc1,0.6%,3%,-7%,0%,-3%,-0.1%,-0.48,-0.34,-0.6,0.83,16%,10%
COc1ccc(N2C(S)=C(C#N)C(=O)NC2c2ccco2)cc1 (stereo not drawn),4.0%,7%,40%,-1%,4%,-0.2%,-0.95,0.15,-0.6,0.03,-28%,-38%
Cc1cc(C)n(S(=O)(=O)c2ccc(C)c(C)c2)n1,9.0%,2%,/,/,9%,-0.2%,/,/,/,/,-20%,24%
Cc1[nH]n(-c2ncc(-c3ccccc3)s2)c(=O)c1C(c1ccc(Cl)cc1)C(C#N)C#N (stereo not drawn),2.8%,43%,22%,-3%,/,-0.1%,-3.5,0.53,-2.3,-0.0011,-5%,/
CCOC(=O)c1c(C)[nH]c(C)c1C(=O)CSc1nnnn1-c1ccccc1,-3.6%,15%,-1%,1%,5%,-0.1%,-0.3,-0.054,0.17,0.15,-14%,-19%
COCCCNC(=O)Cn1c(=O)n(CC(=O)N2CCCCC2)c(=O)c2sccc21,-0.1%,-4%,/,/,-2%,0.2%,/,/,/,/,-46%,-12%
Cc1cccc(C)c1OCc1n[nH]c(=S)n1-c1ccccc1,-1.6%,0%,-3%,4%,-8%,-0.2%,0.47,-0.32,0.24,-0.72,1%,-21%
CCCCN(CC)CCNC(=O)c1[nH]c(C)c(C(C)=O)c1C,-8.3%,4%,2%,0%,-12%,-0.2%,0.043,0.36,-0.04,-0.033,-1%,-11%
COc1ccc(C(=O)NCC(=O)OCC(=O)NC2CCCC2)cc1,-6.2%,-9%,4%,-3%,24%,-0.3%,3.2,0.029,2.5,-2.4,-13%,-29%
CCOc1ncccc1C(=O)N1CCN(S(=O)(=O)c2ccc(Br)cc2Cl)CC1,-0.5%,8%,1%,11%,23%,1.0%,-1.1,-0.26,-0.2,0.52,22%,-24%
Cc1cccc(N/N=C(\C#N)S(=O)(=O)C(C)(C)C)c1,4.0%,-14%,19µM*,14%,-3%,-0.5%,-0.71,-0.14,-0.4,1.4,-30%,-16%
N#Cc1c(-c2ccccc2)cc(-c2ccccc2)nc1SCCC(=O)O,1.4%,18%,/,/,-26%,0.2%,/,/,/,/,-96%[20 µM],3%
Cc1cc(C(=O)NC(C)CCc2ccccc2)ccc1[N+](=O)[O-] (stereo not drawn),8.9%,10%,/,/,1%,-0.3%,/,/,/,/,-18%[20 µM],12%
CN(C(=O)COC(=O)c1cc2c(s1)CCCCC2)C1CCS(=O)(=O)C1 (stereo not drawn),-1.6%,8%,/,/,-2%,0.0%,/,/,/,/,31%,-4%
O=C(NCCc1ccc(Cl)cc1)C1CCC(=O)N1Cc1ccc(F)cc1 (stereo not drawn),-6.1%,-4%,16%,2%,0%,-0.2%,-0.8,-0.24,-0.4,0.71,-1%,-1%
Cc1onc(-c2c(F)cccc2Cl)c1C(=O)OCC(=O)NC(N)=O,3.3%,-6%,-8%,3%,9%,-0.3%,-1,-0.34,-0.46,1.4,-40%,-10%
OCCn1c(CSc2nc3ccccc3n2CCO)nc2ccccc21,2.2%,-2%,-6%,8%,-10%,-0.1%,3.4,-0.12,1.8,-1.8,-6%,-2%
Cc1ccc2c(c1)C(c1ccccc1)N(C(=O)c1ccccc1)CC(=O)N2 (stereo not drawn),-4.2%,6%,/,/,7%,0.3%,/,/,/,/,23%,-5%
Cc1ccc(NC(=O)c2ccc(Cn3cc(Br)cn3)o2)cc1,-2.2%,3%,11%,-3%,8%,-0.4%,-0.27,-0.2,0.24,-1.2,9%,-3%
O=C1CNC(=O)/C1=C\c1ccc(O)cc1,1.0%,20%,65%,5%,6%,-0.2%,0.33,-0.23,0.24,0.49,24%,4%
Cc1ccc(OCC(=O)N(Cc2ccc(N(C)C)cc2)C2CCS(=O)(=O)C2)cc1C (stereo not drawn),4.1%,16%,-3%,2%,6%,0.0%,1.4,-0.24,0.52,-0.35,16%,-11%
CCCc1nc2oc3ccccc3c(=O)c2c(=O)n1-c1ccc(C)cc1,-4.1%,7%,8%,3%,-115%,-0.1%,-0.076,-0.095,0.42,0.85,11%,-8%
CCOc1ccc(C2C(C(=O)c3cccs3)=C(O)C(=O)N2Cc2cccnc2)cc1OC (stereo not drawn),/,-10%,3%,8%,12%,-0.1%,-0.63,-0.29,-0.22,0.42,6%[20 µM],-18%
CCOC(=O)C1CCCN(c2c(Nc3ccc(OCC)cc3)c(=O)c2=O)C1 (stereo not drawn),-4.2%,-6%,25%,5%,15%,-0.2%,0.56,-0.33,0.48,0.81,7%,0%
CCN(CC)S(=O)(=O)c1cc(C(=O)Nc2ccncc2)ccc1Cl,5.7%,-3%,1%,11%,20%,-2.3%,3.2,-0.081,1.8,-1.8,-22%,38%
COC(=O)c1cccc(C(=O)Nc2ccc(C)cc2)n1,18%,6%,9%,3%,-30%,-0.1%,1.1,-0.31,0.58,-0.84,-16%,5%
CCOc1ccc2ccccc2c1/C=N/NC(=O)c1ccc(C)nc1,-1.2%,5%,/,/,4%,-0.1%,/,/,/,/,13%,1%

# Assay outcomes from PubChem BioAssay.

# Some of the compounds tested. The share of hits here may be higher or lower than overall.
